From PubChem
15-hLO-2 inh: inhibitors of human 15-lipoxygenase 2 (ALOX15B); purified 15hLO-2, xylenol orange hydroperoxide absorbance; 110,000 tested, 0.56% active; O15296; Potency, µM (series often up to 57.1 µM), without a hit: top-dose activity change, negative = inhibition, most hits filed as inhibitors; AID 881; also: potency is read from the fitted curve at half-maximal effect; nearly all actives have a fitted effect of over 60% in size; many of its hits are not listed in these tables
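Enzyme 50 nM, AA 45 uM, 25 mM Hepes pH 7.5 + 0.01% Triton X-100; cpd preinc 15 min RT, rxn 90 min RT; stop/detect with 200 uM XO + 300 uM Fe(II) in 50 mM H2SO4, 30 min; A573/A405.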
IMPase cell inh: cell-permeable inhibitors of inositol monophosphatase (IMPase); P97697; CHO-M1 cells, IP1 accumulation, HTRF TR-FRET ratio; inhibition (IP1 accumulation), % at 46.1 µM; 120,000 tested, under 10 active; AID 901; active = well fitted curve in the direction sought with a large enough effect in the signal ratio, not every such curve was filed as active; inconclusive = small, poorly fitted or top-dose-only effect, or a change in a side signal; inactive = no such curve, though single readings can be large or run the other way; the % refers to the signal ratio;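 also: cells stimulated with carbachol in lithium chloride buffer; plate controls were DMSO basal wells for no effect and reference inhibitor wells for full effect; higher means more IMPase inhibition seen as more IP1 and lower FRET ratio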
Target sequence (P97697 whole entry, looked up): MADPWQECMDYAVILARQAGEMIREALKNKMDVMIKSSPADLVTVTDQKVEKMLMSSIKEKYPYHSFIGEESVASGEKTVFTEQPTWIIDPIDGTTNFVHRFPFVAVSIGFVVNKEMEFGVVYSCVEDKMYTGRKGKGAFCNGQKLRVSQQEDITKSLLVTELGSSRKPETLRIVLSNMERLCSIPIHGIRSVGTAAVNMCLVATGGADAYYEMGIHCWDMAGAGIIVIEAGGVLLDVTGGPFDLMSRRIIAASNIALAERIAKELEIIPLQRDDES
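Elevated IP1 in lysates lowers TR-FRET signal (665/620 ratio and 620 channel reported). Cells were CHO-M1, given carbachol (50 uM as added) plus 50mM LiCl, pH 7.4, 30 min, 37C; compounds titrated up to 46 uM; AC50 by Hill equation.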
PNC assembly inh: perinucleolar compartment assembly inhibition | PC3M PTB-GFP, PNC prevalence imaging, 16 h; active compounds read low | activity change (PNC), negative = inhibition, % at 10 µM | 140,000 tested, 3.1% active;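 active = readout at or below -70, meaning at least 70% loss of cells showing the perinucleolar compartment, a nuclear body marking cancer cells; inconclusive = readout between -30 and a set limit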;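 also: plate controls were DMSO wells for no effect and camptothecin positive control wells for full effect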
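Read-out is percentage of cells bearing a perinucleolar compartment, from automated 20x imaging of fixed, Hoechst-stained PC3M PTB-GFP cells. Cells were seeded 4 h, then exposed 16 h to compound (23 nl of library stock) in duplicate plates.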
ALOX12 inhib: inhibitors of human 12-lipoxygenase (ALOX12); P18054; purified 12-hLO, xylenol orange hydroperoxide absorbance; Potency, µM (doses to about 57.1 µM), for the others: at the highest dose activity change, negative = inhibition, most hits filed as inhibitors; 150,000 tested, 0.12% active; AID 1452; also: potency is read from the fitted curve at half-maximal effect; nearly all actives have a fitted effect of over 55% in size; many of its hits are not listed in these tables
Target sequence (P18054 whole entry, looked up): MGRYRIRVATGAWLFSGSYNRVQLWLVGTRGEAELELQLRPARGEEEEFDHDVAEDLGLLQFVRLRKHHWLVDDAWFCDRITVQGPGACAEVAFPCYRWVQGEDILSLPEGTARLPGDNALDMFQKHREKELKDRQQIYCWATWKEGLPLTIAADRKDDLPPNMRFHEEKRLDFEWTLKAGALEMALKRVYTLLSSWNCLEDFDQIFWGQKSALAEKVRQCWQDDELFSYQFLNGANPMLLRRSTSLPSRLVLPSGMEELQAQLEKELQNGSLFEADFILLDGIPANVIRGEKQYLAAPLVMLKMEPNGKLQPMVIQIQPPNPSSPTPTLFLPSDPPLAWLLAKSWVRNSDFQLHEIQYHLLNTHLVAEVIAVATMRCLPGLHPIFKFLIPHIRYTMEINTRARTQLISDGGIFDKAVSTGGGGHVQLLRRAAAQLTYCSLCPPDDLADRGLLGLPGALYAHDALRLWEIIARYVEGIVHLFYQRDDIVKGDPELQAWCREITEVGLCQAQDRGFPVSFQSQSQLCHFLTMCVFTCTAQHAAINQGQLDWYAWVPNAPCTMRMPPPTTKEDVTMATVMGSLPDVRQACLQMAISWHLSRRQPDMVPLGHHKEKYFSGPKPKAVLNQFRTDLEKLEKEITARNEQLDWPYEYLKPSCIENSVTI
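150 nM 12hLO, 25 mM Hepes pH 7.0 + 0.01% Triton X-100; cpd preinc 15 min RT; 40 uM arachidonic acid, 30 min RT; Fe-XO 30 min; A573/A405 ratio as read-out.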
* = called active by the depositor; ? = inconclusive; / = not tested or not shown; & = joins results of further samples; [ ] = remark or other dose. Unless noted, calls follow the shape of the dose curve; as a rule, active = well fitted curve in the direction sought with a large enough effect; inconclusive = small, poorly fitted or top-dose-only effect, or another doubt; inactive = no such curve, though single readings can be large; an effect the other way counts as inactive or inconclusive. Unless noted, % is scaled to controls: 0 for no effect and ±100 for the full control effect. The list is partial, so the mix of outcomes need not match the whole.

#1 CCOC(=O)c1ccc(N=Cc2c(O)n(-c3ccccc3F)c(=S)[nH]c2=O)cc1
#2 CCCCn1c(O)c(C(CC)=Nc2ccc(C(=O)O)cc2)c(=O)[nH]c1=O
#3 CC(=O)O[C@H]1CC[C@@]2(C)C(=CC[C@@H]3[C@H]2CC[C@]2(C)C(=O)CC[C@H]32)C1
#4 CN1CCN(C(=O)COc2ccc(S(=O)(=O)N(C)Cc3ccccc3)cc2)CC1
#5 CC(=O)c1ccc(OC(NC(=O)Cc2ccccc2)C(Cl)(Cl)Cl)cc1 (stereo not drawn)
#6 CCCCCCC(=O)c1c(O)n(-c2ccccc2OC)c(=O)[nH]c1=O
#7 NC(=NCc1ccc(Cl)cc1)SCCCc1cnc[nH]1
#8 C=C1N2CCC(CC2)C1(O)c1ccccc1C (stereo not drawn)

Screen / compound no.	1	2	3	4	5	6	7	8
15-hLO-2 inh	/	/	31%[activator][25.6 µM]	15%	-1%	/	46%[activator]	0%
IMPase cell inh	/	-1	1[20.6 µM]	6	4	/	3	17
PNC assembly inh	3	-2	/	?	-16	2	/	10
ALOX12 inhib	-2%	-3%	0%[25.6 µM]	-1%	0%	0%	-1%	1%

Full records, looked up by structure. Order of values: 15-hLO-2 inh	IMPase cell inh	PNC assembly inh	ALOX12 inhib
Record of CN1CCN(C(=O)COc2ccc(S(=O)(=O)N(C)Cc3ccccc3)cc2)CC1 = 15%	6	?	-1%
Record of NC(=NCc1ccc(Cl)cc1)SCCCc1cnc[nH]1 = 46%[activator]	3	/	-1%
Record of C=C1N2CCC(CC2)C1(O)c1ccccc1C (stereo not drawn) = 0%	17	10	1%
Record of CCCCCCC(=O)c1c(O)n(-c2ccccc2OC)c(=O)[nH]c1=O = /	/	2	0%
Record of CC(=O)O[C@H]1CC[C@@]2(C)C(=CC[C@@H]3[C@H]2CC[C@]2(C)C(=O)CC[C@H]32)C1 = 31%[activator][25.6 µM]	1[20.6 µM]	/	0%[25.6 µM]

Other entries follow.
#9 C[C@H]1CCC[C@H](O)CCCCCc2cc(O)cc(O)c2C(=O)O1
#10 CC/C(=N\N1CCCCCC1)c1c(O)n(-c2ccccc2C)c(=O)[nH]c1=O
#11 O=c1cccc2n1CC1CC2CN(S(=O)(=O)c2ccccc2)C1 (stereo not drawn)
#12 C=CCN1CC[C@]23c4c5ccc(O)c4O[C@@H]2/C(=N/NC(=O)c2ccccc2)CC[C@@]3(O)[C@H]1C5
#13 C#CCN[C@@H](C)Cc1ccccc1
#14 O=C1NC(=O)N(Cc2ccco2)C(=O)/C1=C/c1cccn1CCOc1ccccc1Cl
#15 CCCCn1c(O)c(/C=N/N2CCCCC2c2cccnc2)c(=O)[nH]c1=S (stereo not drawn)
#16 CC(=O)c1cccc(OCC(O)CN2CC=C(c3ccccc3)CC2)c1 (stereo not drawn)

Screen / compound no.	9	10	11	12	13	14	15	16
15-hLO-2 inh	-3%&-9%	/	-4%	9%	-4%	/	/	37%[activator]
IMPase cell inh	6	/	0	-3	-1	7	5	6
PNC assembly inh	4	-95*	67	/	/	-4	?	-8
ALOX12 inhib	0%&-4%	0%	3%	-5%	-2%	-22%	0%	2%

#17 CC(C)OP(=O)(OC(C)C)C(O)c1ccc(Br)cc1 (stereo not drawn)
#18 CC(C)=CCSc1nnc([C@@H](N)Cc2c[nH]c3ccccc23)o1
#19 Cc1cccc(-n2c(O)c(/C=C/C=Nc3ccccc3)c(=O)[nH]c2=O)c1
#20 C(#CCN1CCCC1)CN1CCCC1
#21 COc1ccc(C(C)=O)cc1CC(C(=O)c1ccc(C)c(C)c1)N(C)C (stereo not drawn)
#22 CCN(CC)c1ccc(N=Cc2c(O)n(Cc3ccccc3)c(=O)[nH]c2=O)cc1
#23 CCCCn1c(NC(=O)c2ccco2)c(C(=O)OCC)c2nc3ccccc3nc21
#24 CCN1CCN(Cc2cc(C(C)(C)C)c(O)c(C(C)(C)C)c2)CC1

Screen / compound no.	17	18	19	20	21	22	23	24
15-hLO-2 inh	/	11%	/	12%[25.6 µM]	/	-8%	2%	24%
IMPase cell inh	1	6	/	11[20.6 µM]	3	1	6	12
PNC assembly inh	?	13	31	/	17	?	32	-11
ALOX12 inhib	2%	-3%	-6%	0%[25.6 µM]	-1%	-9%&-3%	-23%	-9%

#25 CC(C)(Cc1c[nH]c2ccc(Cl)cc12)NCCOc1ccccc1OCC1CC1
#26 CCOP(=O)(OCC)C(O)c1ccc(OC)c(OC)c1 (stereo not drawn)
#27 O=c1cccc2n1CC1CC2CN(CCO)C1 (stereo not drawn)
#28 CCC(CO)Nc1ccc([N+](=O)[O-])c2cccnc12 (stereo not drawn)
#29 COc1cc(C(=O)OC2C[C@H]3CC[C@@H](C2)N3C)ccc1O (stereo partly drawn)
#30 Cc1cc(OCC(=O)Nc2c(C)n(C)n(-c3ccccc3)c2=O)c2c3c(c(=O)oc2c1)CCC3
#31 COC(=O)N1CCN(C(=O)Cc2ccc(Cl)c(Cl)c2)[C@H](CN2CCCC2)C1
#32 CN(C)c1ccc(/C=C2\CC3C4CC=C5CC(O)CCC5(C)C4CCC3(C)C2=O)cc1 (stereo not drawn)

Screen / compound no.	25	26	27	28	29	30	31	32
15-hLO-2 inh	18%	2%	-3%	-26%	0%[25.6 µM]	-5%	19%&16%	/
IMPase cell inh	5	3	-4	2	13[20.6 µM]	-5	4&5	/
PNC assembly inh	/	113	/	-26	/	20	/	?
ALOX12 inhib	-23%	0%	-5%	-7%	-5%[25.6 µM]	0%	-3%&-4%	-1%

#33 COc1ccc(Oc2cc(NC(=O)c3nn(C)cc3[N+](=O)[O-])cc([N+](=O)[O-])c2)cc1
#34 CCOc1ccc(-n2c(CC)nc3ccccc3c2=O)cc1
#35 Cc1ccccc1CN1CCN(c2ccc(Cl)cc2)CC1
#36 C[C@@H]1CC[C@@H]2N(C1)C[C@H]1[C@@](O)([C@H](O)C[C@]3(O)[C@H]4CC[C@H]5[C@]6(O)O[C@]4(C[C@]13O)[C@@]5(C)CC[C@@H]6O)[C@@]2(C)O
#37 COc1ccc2c(c1O)-c1c(OC)c(OC)cc3c1[C@@H](C2)N(C)CC3
#38 CCOc1cc(CNCCc2c[nH]c3ccccc23)cc(Cl)c1OCC
#39 Clc1cccc(C2NCCc3[nH]cnc32)c1 (stereo not drawn)
#40 CC(C)[N+](C)(CCC(C(N)=O)(c1ccccc1)c1ccccc1)C(C)C

Screen / compound no.	33	34	35	36	37	38	39	40
15-hLO-2 inh	-1%	/	/	3%[11.4 µM]	8%	/	6%	-9%
IMPase cell inh	2	5	/	/	/	/	3	17[20.6 µM]
PNC assembly inh	4	-2	-15	/	/	-24	27	/
ALOX12 inhib	-1%	0%	-7%	-2%[11.4 µM]	5%	-7%	2%	-6%

#41 c1ccc(CCN2CCC(N3CCN(c4ccccc4)CC3)CC2)cc1
#42 N#Cc1ccccc1Cn1cc(C(=O)c2ccco2)c2ccccc21
#43 Fc1ccc2c(c1)nnn2C1CCN(Cc2nnnn2CCc2ccccc2)CC1
#44 COc1ccc2c(c1OC)C(=O)OC2c1c(O)n(C2CCCCC2)c(=O)[nH]c1=O (stereo not drawn)
#45 CC(C)N1C(=O)c2ccccc2NS1(=O)=O
#46 CN1CCC2(CC1)NC(=O)C1=C(CN(C)CC1)N2
#47 CCN1C(=O)C(=Cc2cc(C)n(C3CC3)c2C)C(=O)N(CC)C1=S
#48 CC1(C)CC(n2[nH]c(=O)c3c2NC(=O)CSC3c2ccccc2)CCO1 (stereo not drawn)

Screen / compound no.	41	42	43	44	45	46	47	48
15-hLO-2 inh	49%[activator]	5%	0%	8%	3%	2%	/	-5%
IMPase cell inh	-2	8	?	5	/	5	-8	0
PNC assembly inh	-100*	?	-27	-4	/	42	3	-11
ALOX12 inhib	1%	-5%	-3%	-2%	-1%	-3%	-1%	-3%

#49 Cc1c2cnn(CC(=O)N3CCC4(CC3)OCCO4)c(=O)c2c(C)n1Cc1ccc(F)cc1
#50 N#C/C(=C\c1ccc(O)c(O)c1)C(=O)NCCCNC(=O)/C(C#N)=C/c1ccc(O)c(O)c1
#51 O=C1CCCN1c1ccc(S(=O)(=O)O)cc1 (tested in a mixture with another compound)
#52 CC1=C2[C@@H]3OC(=O)[C@@H](C)[C@@H]3CC[C@]2(C)C=CC1=O
#53 Cc1ccc(S(=O)(=O)N2CCCC(C(=O)N3CCC4(CC3)OCCO4)C2)cc1 (stereo not drawn)
#54 O=C(Nc1cccc(F)c1)N1CC2(CCNCC2)C1
#55 CN(C)C(=O)Nc1cccc(C(F)(F)F)c1
#56 CC(C)(C)N(NC(=O)c1ccccc1)C(=O)c1ccccc1

Screen / compound no.	49	50	51	52	53	54	55	56
15-hLO-2 inh	-1%	-16%	/	1%[25.6 µM]	-8%	5%	0%	-6%
IMPase cell inh	3	23	/	2[20.6 µM]	0	/	/	-3
PNC assembly inh	9	/	19	/	?	/	/	-2
ALOX12 inhib	-1%	?	-1%	2%[25.6 µM]	-3%	-5%	-4%	4%

#57 CN(C)c1nc(OCCNC(=O)COc2ccc(Cl)cc2Cl)nc(N2CCCCC2)n1
#58 O=[As](O)(O)c1ccc(N=Nc2ccc(O)cc2)cc1
#59 O=C1/C(=C\c2ccc([N+](=O)[O-])cc2)N2CCC1CC2
#60 CC(C)NC(=O)N1CC[C@@]2(CCCNC2)C1
#61 O=C(N/N=C/c1c(O)n(-c2ccccc2)c(=O)[nH]c1=O)c1ccncc1
#62 CN(C)CP(=O)(Nc1ccccc1)N(C)C (stereo not drawn)
#63 COC(=O)[C@@H](N)CCCN=C(N)N[N+](=O)[O-]
#64 C#C[C@]1(O)CC[C@H]2[C@@H]3CCC4=CC(=O)CCC4(C)[C@H]3CCC21C (stereo partly drawn)

Screen / compound no.	57	58	59	60	61	62	63	64
15-hLO-2 inh	/	-5%[11.4 µM]	/	-8%	/	3%	17%	-6%[0.0915 µM]
IMPase cell inh	0	/	/	/	/	2	-9	/
PNC assembly inh	143	/	17	/	?	19	/	/
ALOX12 inhib	1%	-1%[11.4 µM]	0%	3%	-2%	-3%	-4%	-1%[0.00818 µM]

#65 COc1ccc(Br)cc1CN1CCN(C(=O)Cc2ccccc2)CC1
#66 CCc1cccc(CC)c1NC(=S)N1CC2CC(C1)c1cccc(=O)n1C2 (stereo not drawn)
#67 CCSC(=O)Cl
#68 C=CCn1c(O)c(/C=N/N2CCOCC2)c(=O)[nH]c1=S
#69 CCCCCCCCOC(=O)c1ccccc1C(=O)OCCCCCCCC
#70 CCCCN(Cc1ccccc1)C1CCN(CCc2ccccc2)CC1
#71 CNCC/C=C\c1cccnc1
#72 N[C@H](Cc1o[nH]c(=O)c1Cl)C(=O)O

Screen / compound no.	65	66	67	68	69	70	71	72
15-hLO-2 inh	-14%	/	-1%	/	-8%	/	14%	23%
IMPase cell inh	0	1	/	/	/	/	-3	2
PNC assembly inh	-27	?	/	61	/	110	/	/
ALOX12 inhib	-10%	1%	-2%	-1%	2%	-10%	0%	-2%

Three of the compounds above, bar-delimited.
nr | structure | 15-hLO-2 inh | IMPase cell inh | PNC assembly inh | ALOX12 inhib
66 | CCc1cccc(CC)c1NC(=S)N1CC2CC(C1)c1cccc(=O)n1C2 (stereo not drawn) | / | 1 | ? | 1%
67 | CCSC(=O)Cl | -1% | / | / | -2%
68 | C=CCn1c(O)c(/C=N/N2CCOCC2)c(=O)[nH]c1=S | / | / | 61 | -1%
